Screening results from PubChem.
K1F lysis inhibition = inhibition of K1F phage lysis, E. coli UTI89, bacterial capsule biogenesis inhibitors, alamar blue (AID 488966). E. coli UTI89 K1F phage lysis, alamar blue, 2 h; higher % means a stronger effect. one-dose inhibition, % at 100 µM; IC50 in µM for titrated hits. hit rate 0.02% among 340,000;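 active means phage lysis inhibition, versus mean bacterial control, above a set limit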;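 further: capsule biogenesis inhibitors block K1F phage lysis so surviving cells raise fluorescence; higher fluorescence means more inhibition of phage lysis; actives were called in the ten point dose series up to 300 µM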
Lipid droplet = inhibitors of hepatocyte lipid droplet formation, primary screen, imaging, high-throughput imaging, BODIPY stain; AML12 mouse hepatocytes, oleate lipid droplets; inhibition, % at 6.5 µM; hit rate 0.4% among 240,000; AID 1656, 2009;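 active means lipid droplet intensity inhibited by at least 50%, with more than 500 cells counted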
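Test system: AML12 mouse liver cells; schedule: overnight exposure; technique: high-content imaging of BODIPY-stained droplets and DAPI nuclei; read-out: % inhibition of corrected integrated BODIPY droplet signal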
WT yeast gro inh = growth inhibition of WT strain, primary screen, mitochondrial fusion inhibitor project, WT and mutant strains, chemical genetic. hit rate 2.1% among 190,000. mitochondrial fusion phenotypic screen. inhibition, % at 10 µM. AID 1362, 2008; in the data active means inhibition above about 58%; tested in S. cerevisiae
Myeloid diff MLP = induction of myeloid progenitor differentiation, primary screen, cell-based, flow cytometry, MLPCN library; hit rate 1% among 360,000; AID 624256, 2012; calls only at 10 µM; ER-HoxA9 myeloid progenitors, lysozyme-GFP differentiation;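 active means normalized GFP-positive differentiation at or above the plate's own cutoff, the solvent-only control mean plus 3 SD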;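 further: cells exposed to compound for four days before flow analysis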
PMI inhibition = human PMI inhibitors, high substrate, primary screen, biochemical, fluorescence intensity, high mannose 6-phosphate (AID 1220); Mannose-6-phosphate isomerase (Homo sapiens); recombinant PMI enzyme, coupled fluorescence intensity; higher % means a stronger effect; inhibition, % at 20 µM, or IC50 in µM where a hit was titrated; hit rate 0.66% among 190,000
M1AAP inhibition = P. falciparum M1AAP inhibitors, biochemical, fluorogenic H-Leu-NHMec substrate, 1536-well (AID 1445). hit rate 0.42% among 220,000. Aminopeptidase N (Plasmodium falciparum (isolate 3D7)). inhibition, % at 30 µM, or IC50 in µM where a hit was titrated. recombinant M1AAP, H-Leu-NHMec fluorogenic kinetic assay; higher % means a stronger effect;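 active means primary inhibition above the hit cutoff, then over 50% inhibition at one or more dose response concentrations, cut at about 23% in these data, passing the limit was not always enough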;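 further: plate controls were DMSO full reaction for no effect and no enzyme background for full effect; strong numbers were not always called active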
human PMI inhibition = inhibitors of human PMI, primary screen, biochemical, fluorescence intensity, coupled assay (AID 1209); Mannose-6-phosphate isomerase (Homo sapiens); purified PMI enzyme, coupled fluorescence intensity; higher % means a stronger effect; one-dose inhibition, % at 20 µM; IC50 in µM for titrated hits; hit rate 0.42% among 190,000;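 further: plate controls were DMSO vehicle for no effect and wells lacking substrate for full effect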
TNAP activators = human TNAP enzyme activators, primary screen, biochemical, luminescent, no phosphate acceptor, uHTS (AID 1001); Alkaline phosphatase, tissue-nonspecific isozyme (Homo sapiens); purified TNAP, luminescent activation assay, no phosphate acceptor; higher activation fold means a stronger effect; one-dose activation fold at 20 µM; EC50 in µM for titrated hits; hit rate 0.03% among 200,000; in the data active means activation fold from about 3, or a potency from the dose series; inactive means the rest, 99 in 100 with activation fold below about 1.6; further: many of its hits are not listed in these tables
ER stress rescue = rescue of cells from ER stress-induced death, primary screen, 384-well, CSM14.1, thapsigargin, ATP luminescence (AID 1222); CSM14.1 thapsigargin-induced death rescue, ATP luminescence; higher % means a stronger effect; cellular ATP content (survival), % at 20 µM, or EC50 in µM where a hit was titrated; 190,000 tested, under 10 active;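 active means EC50 below 50 µM in the dose-response confirmation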;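 further: death triggered by thapsigargin at about 15 µM added after 2 h compound pretreatment; cell ATP read after overnight thapsigargin exposure of roughly 18 to 22 hours; normalized against plate controls of thapsigargin alone and 5% DMSO vehicle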
WT yeast gro inh mutant strain = recorded beside WT yeast gro inh, whose call it bears; inhibition, %; mitochondrial fusion phenotypic screen, mutant strain inhibition
Lipid droplet cells 6.5 µM = recorded beside Lipid droplet, whose call it bears; cell count; measured here: cell count, cytotoxicity flag;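 cells counted across two imaged fields per well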
Myeloid diff MLP GFP+ MAC1+ % = further read-out of Myeloid diff MLP, marked with its call; GFP+ MAC1+ double positive, %; measured here: differentiation confirmed by MAC1 staining
Starred values were filed as active, the others as inactive; i = inactive; x = no result given; [ ] = remark or other dose. Unless noted, no stated cut-off is given here; in the data, active means inhibition above about 50%; inactive means the rest.

SMILES | K1F lysis inhibition | Lipid droplet | Lipid droplet cells 6.5 µM | WT yeast gro inh | WT yeast gro inh mutant strain | Myeloid diff MLP | Myeloid diff MLP GFP+ MAC1+ % | PMI inhibition | M1AAP inhibition | human PMI inhibition | TNAP activators | ER stress rescue
CCCCC(CCC(=O)O)(C(=O)OCC)c1csc(Nc2ccc(C)cc2)n1 (stereo unspecified) | -2.4% | 11.7 | 703 | -12.5 | -3.9 | i | 0.5 | -0.1% | 12.5% | -2.7% | 1.1 | -0.2%
O=[N+]([O-])c1ccc(Sc2nccn2Cc2ccccc2)c([N+](=O)[O-])c1 | -0.7% | -36.7 | 686 | -20.1 | -34.7 | x | x | 4.0% | 5.5% | 7.9% | 1 | -0.1%
COc1ccc(N(CC(=O)O)S(C)(=O)=O)cc1OC | -1.2% | 4.8 | 686 | 5.0 | -21.3 | i | 0.0 | 0.8% | 2.7% | 6.8% | 1.1 | -2.2%
O=C(Nc1ccc(Cl)cc1)c1cc2nc(-c3ccco3)cc(C(F)(F)F)n2n1 | -0.2% | 10.3 | 792 | 10.2 | 11.3 | x | x | -1.9% | 4.2% | 9.7% | 1.1 | -3.2%
Cc1nnc(SCC(=O)Nc2nsc(-c3ccccc3)n2)s1 | -0.1% | -12.3 | 774 | 7.1 | 7.1 | i | 2.0 | 1.8% | -5.7% | 6.5% | 1 | -2.1%
COC(=O)C(c1cc(OC)c(O)c(OC)c1)(N1CCNC(C)C1)C(F)(F)F (stereo unspecified) | 1.9% | 3.2 | 698 | -9.8 | -4.7 | i | 0.4 | 25.7% | 6.3% | 29.7% | 1.1 | x
COc1ccc(Oc2cc(F)nc(N)n2)cc1 | 1.2% | x | x | 4.3 | 14.2 | i | 7.2 | -5.6% | -0.1% | 4.2% | 1.1 | 0.7%
COc1cc(CC(=O)NCc2ccco2)cc(OC)c1OC | -0.2% | 15.9 | 753 | -11.0 | -1.6 | i | 1.1 | -4.4% | 4.3% | -8.0% | 1.1 | 4.9%
Cc1c(Cl)c([N+](=O)[O-])nn1CC(=O)Nc1ccc2c(c1)OCO2 | 3.5% | 4.4 | 637 | 4.4 | -13.4 | i | 0.4 | -4.5% | -4.3% | -1.1% | 1 | 3.1%
COc1ccc(CNC(=S)Nc2ccc(F)c(Cl)c2)cc1 | -1.1% | 5.7 | 711 | 15.5 | 18.0 | i | 0.4 | -0.7% | -2.3% | 6.9% | 1 | -1.3%
O=c1[nH]cnc2c1N1CCC2CC1 | -0.2%[50 µM] | x | x | 3.7 | 12.1 | i | 5.1 | -0.9% | -0.8% | -7.5% | 1 | -2.2%
O=C(Cn1nc(-c2ccc3c(c2)OCCO3)ccc1=O)Nc1cccc(NC(=O)c2ccccn2)c1 | x | -7.6 | 678 | 20.5 | 5.6 | x | x | 10.4% | 1.6% | 4.3% | 1.1 | -0.3%
COc1ccc(N=C2S/C(=C\c3cccs3)C(=O)N2CC(C)C)cc1 | 0.9% | 5.9 | 768 | 21.0 | 12.4 | i | 0.9 | -1.8% | 4.1% | 8.0% | 1.1 | -2.4%
Cc1nc(SCC(=O)c2ccc(F)cc2)n[nH]1 | 0.4% | x | x | 17.9 | 2.2 | i | 1.0 | 12.9% | -3.2% | -6.3% | 1.1 | -0.7%
O=C(O)/C=C\c1cc2c(cc1[N+](=O)[O-])OCO2 | 0.0% | 9.4 | 706 | x | x | i | 0.4 | x | 1.0% | x | x | x
CCCOc1cccc(C2/C(=C(/O)c3ccc(OC)cc3)C(=O)C(=O)N2CCN(C)C)c1 (stereo unspecified) | 0.6% | x | x | -11.1 | -6.0 | i | 0.8 | -2.5% | 4.9% | -8.7% | 1.1 | -0.1%
Cc1[nH]n(-c2ccccc2)c(=O)c1C(c1cccc([N+](=O)[O-])c1)c1c(C)[nH]n(-c2ccccc2)c1=O | 1.8%[50 µM] | 19.4 | 646 | 27.9 | 30.4 | i | 0.4 | 25.3% | 14.5% | 11.3% | 1 | -6.1%
NNC(=O)Cc1csc(-c2ccccc2)n1 | 6.5% | 6.1 | 687 | x | x | i | 0.8 | x | 3.9% | x | x | x
CC(=O)c1c(OC(=O)c2ccco2)c2ccccc2n1C | 10.7% | -16.8 | 489 | 11.8 | -5.0 | i | 1.2 | -1.0% | -1.8% | 4.0% | 1.1 | x
Cc1ccn2c(NCc3ccc4c(c3)OCO4)c(-c3ccc(O)cc3)nc2c1 | 0.6% | 6.2 | 748 | -1.0 | -5.0 | i | 4.3 | 13.0% | 3.4% | 15.5% | 1.1 | -2.0%
O=C(NCc1cccnc1)/C(=C\c1ccc(-c2ccc(Cl)c(Cl)c2)o1)S(=O)(=O)c1ccccc1 | 0.2% | -18.3 | 347 | 53.5 | -0.7 | x | x | 0.8% | 13.7% | 11.8% | 1.1 | -1.9%
O=C(COc1ccc(/C=N/NC(=O)CSCc2ccc([N+](=O)[O-])cc2)cc1)NCc1ccco1 | 6.9% | -3.4 | 508 | -3.8 | 2.6 | i | 0.1 | -7.2% | 13.2% | 7.3% | 1.1 | -2.2%
O=C(Cn1nnc(-c2cccc(C(F)(F)F)c2)n1)N1CCOCC1 | 3.2% | x | x | -3.9 | 14.4 | i | 0.6 | -1.1% | -2.4% | -1.5% | 1.2 | 0.7%
O=C(CCCc1nc(-c2ccccc2Cl)no1)NC1CCCCC1 | -0.2% | 1.0 | 764 | 8.8 | 16.0 | i | 1.0 | -6.3% | 13.9% | -2.7% | 1 | -3.1%
O=C(CCc1nc2ccccc2c(=O)[nH]1)OCc1ccc(Cl)cc1Cl | 3.3% | 3.2 | 680 | -6.9 | -10.7 | i | 0.0 | 13.1% | -3.3% | 3.5% | 1.1 | 9.4%
CCNC(=O)CSc1nc2ccccc2c(=O)n1-c1cc(OC)ccc1OC | -1.8% | 15.6 | 683 | -9.4 | -11.4 | i | 5.9 | 4.3% | 6.1% | 1.2% | 1 | -0.4%
O=C(O)c1ccc(CNC(=O)c2ccc(C(F)(F)F)cc2)cc1 | -0.9% | -16.4 | 725 | -17.2 | 0.8 | i | 0.3 | -6.8% | 4.5% | -18.9% | 1 | 2.1%
CCOC(=O)CSc1n[nH]c(-c2cccnc2)n1 | 0.1% | x | x | 95.3* | -4.3* | i | 0.5 | -3.5% | 10.4% | -0.4% | 1 | 6.0%
O=S1(=O)C=CC(Nc2ccccc2)C1 (stereo unspecified) | -0.2% | x | x | 2.7 | -5.3 | i | 0.5 | -6.9% | -3.5% | -3.6% | 1.1 | 0.6%
O=C(C1CC1)N1CCc2cc(Br)cc(S(=O)(=O)NCc3ccco3)c21 | 0.2% | -21.0 | 717 | 3.0 | -15.3 | i | 0.3 | 9.2% | -0.1% | 16.7% | 1 | 2.9%

Among those listed so far, these have two or more sulfur atoms:
SMILES | K1F lysis inhibition | Lipid droplet | Lipid droplet cells 6.5 µM | WT yeast gro inh | WT yeast gro inh mutant strain | Myeloid diff MLP | Myeloid diff MLP GFP+ MAC1+ % | PMI inhibition | M1AAP inhibition | human PMI inhibition | TNAP activators | ER stress rescue
Cc1nnc(SCC(=O)Nc2nsc(-c3ccccc3)n2)s1 | -0.1% | -12.3 | 774 | 7.1 | 7.1 | i | 2.0 | 1.8% | -5.7% | 6.5% | 1 | -2.1%
COc1ccc(N=C2S/C(=C\c3cccs3)C(=O)N2CC(C)C)cc1 | 0.9% | 5.9 | 768 | 21.0 | 12.4 | i | 0.9 | -1.8% | 4.1% | 8.0% | 1.1 | -2.4%

Going on with the list:
SMILES | K1F lysis inhibition | Lipid droplet | Lipid droplet cells 6.5 µM | WT yeast gro inh | WT yeast gro inh mutant strain | Myeloid diff MLP | Myeloid diff MLP GFP+ MAC1+ % | PMI inhibition | M1AAP inhibition | human PMI inhibition | TNAP activators | ER stress rescue
Cc1oc2ccc(OS(C)(=O)=O)cc2c1C(=O)OC(C)C | 0.1% | -115.8 | 579 | 8.7 | 9.7 | i | 0.2 | -2.1% | 3.3% | -6.7% | 1.1 | -0.6%
O=C(O)CCNS(=O)(=O)c1ccccc1 | -0.1% | x | x | 3.6 | -8.9 | i | 0.5 | 0.2% | -0.3% | 4.3% | 1.2 | 1.0%
CCn1c(SCC(=O)N2CCCc3ccccc32)nnc1-c1ccoc1C | 4.7% | -65.7 | 727 | -15.3 | -8.3 | i | 2.1 | 3.4% | 2.8% | -2.9% | 1.1 | 0.5%
COc1ccc(C(CCNCc2ccc(OC)c(OC)c2)c2ccc(F)cc2)cc1 (stereo unspecified) | 0.0% | 11.6 | 655 | x | x | i | 0.7 | x | 0.7% | x | x | x
O=C1c2ccccc2-c2nnc(-c3ccc(O)cc3)cc21 | 0.7% | -5.1 | 649 | 17.9 | 22.0 | i | 0.6 | 29.7% | -2.4% | 3.8% | 0.9 | -3.6%
Cc1ccccc1S(=O)(=O)Cc1ccc(C(=O)N2CCN(c3ncccn3)CC2)o1 | -0.2% | -2.2 | 775 | 1.1 | -15.1 | i | 0.6 | 9.0% | 6.2% | 12.2% | 1.1 | -1.9%
CC(C)C(=O)Nc1c2c(nc3ccccc13)N(C)CC2 | 0.3% | x | x | -12.7 | -12.9 | i | 1.3 | 0.8% | 6.0% | -1.5% | 1.1 | -1.2%
Cc1ccc(NC(=O)N(Cc2ccco2)Cc2cc3cc(C)cc(C)c3nc2Cl)cc1 | x | -5.6 | 557 | -16.2 | -3.4 | x | x | 3.5% | 7.1% | 6.6% | 1 | -0.1%
S=C(NC1CCCCC1)N1CCCCC1 | -0.7% | 16.3 | 740 | x | x | i | 0.3 | x | 2.5% | x | x | x
OC(COC(c1ccccc1)c1ccccc1)CN1CCOCC1 (stereo unspecified) | -0.1% | 2.1 | 711 | 14.3 | 6.9 | i | 0.3 | -8.3% | 12.8% | -8.1% | 1 | -0.9%
N/C(=N\OC(=O)/C=C/c1ccccc1)c1ccncc1 | -0.4% | 10.0 | 676 | -0.6 | 1.6 | i | 0.7 | -10.5% | -2.5% | -8.8% | 1.1 | -0.6%
COc1ccc(CCNS(=O)(=O)c2cnc(Cl)c(Br)c2)cc1OC | 0.2% | 7.3 | 754 | x | x | i | 0.4 | x | 3.1% | x | x | x
Cc1cc(N2CCCCC2)nc(-c2ccc(Br)cc2)n1 | 0.1% | -19.1 | 685 | 65.9* | 59.0* | i | 0.3 | 6.6% | 5.0% | 10.5% | 1 | -2.9%
CCCCOC(=O)c1ccc(NC(=O)C(=O)NCc2ccco2)cc1 | 0.3% | 10.3 | 705 | 4.3 | 0.9 | i | 0.2 | -6.4% | -0.3% | -8.3% | 1.1 | 0.8%
CCC1CCCCN1C(=O)COc1ccc(F)cc1 (stereo unspecified) | 0.4% | -7.0 | 605 | -0.1 | 6.0 | i | 0.6 | -10.8% | 0.6% | -3.0% | 1.1 | -0.3%
